Compound activity deposited in PubChem by NCI.
mec2-1: NCI yeast anticancer drug screen, S. cerevisiae mec2-1 strain. growth inhibition, % at 50 µM. hit rate 9% among 79,000. AID 157;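 also: 0% = growth of vehicle-only cultures of the same strain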
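Cells of the genetically defined mec2-1 yeast strain are incubated with test compound. Inhibition of growth is calculated against vehicle-treated controls.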
rad50: NCI yeast anticancer drug screen, S. cerevisiae rad50 strain; AID 155; % growth inhibition at 50 µM; hit rate 10% among 79,000;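 also: 0% = growth of vehicle-only cultures of the same strain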
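Yeast carrying a defined DNA repair defect were exposed to test compounds, and growth was compared with vehicle-treated controls to give percent inhibition.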
yeast cln2 rad14: NCI yeast anticancer drug screen, S. cerevisiae cln2 rad14 strain | growth inhibition, % at 50 µM | hit rate 8.3% among 78,000 | AID 165;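 also: 0% = growth of vehicle-only cultures of the same strain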
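Each compound was tested on cln2 rad14 yeast. Inhibition of growth was calculated against vehicle-exposed controls.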
yeast mlh1 rad18: NCI yeast anticancer drug screen, S. cerevisiae mlh1 rad18 strain; growth inhibition, % at 50 µM; AID 175; hit rate 11% among 79,000;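 also: 0% = growth of vehicle-only cultures of the same strain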
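Genetically defined yeast (DNA repair-deficient) exposed to compounds; growth inhibition determined relative to vehicle.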
yeast sgs1 mgt1: NCI yeast anticancer drug screen, S. cerevisiae sgs1 mgt1 strain. % growth inhibition at 50 µM. hit rate 10% among 78,000;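 also: 0% = growth of vehicle-only cultures of the same strain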
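This yeast growth screen uses a strain with defined DNA-repair lesions; compound-treated growth is compared with vehicle-treated growth.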
bub3: NCI yeast anticancer drug screen, S. cerevisiae bub3 mutant strain; % growth inhibition at 50 µM; AID 167; hit rate 9.9% among 78,000;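 also: 0% = growth of vehicle-only cultures of the same strain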
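Growth of a checkpoint-deficient yeast mutant is measured after compound exposure. Values represent inhibition relative to vehicle.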
* = called active by the depositor; / = no result given; & = joins results of further samples. Rule as the data show it: active = growth inhibition above about 70%; inactive = the rest. Random draw from the library; overall some 15% were active at least once.

SMILES	mec2-1	rad50	yeast cln2 rad14	yeast mlh1 rad18	yeast sgs1 mgt1	bub3
CCN(CC)C(=O)c1ccc[n+](CCC(N)=O)c1	-18	-1	15	7	-3	-8
CC[n+]1c(/C=C/c2ccc(N(C)C)cc2)ccc2ccccc21	99*	99*	99*	98*	98*	99*
NC(=O)C(O)(c1ccc(Br)cc1)C(Cl)Cl (stereo not given)	3	5	9	6	-6	12
COc1cc(F)ccn1	-11	-5	13	-18	-12	46
COc1c2occc2c(Br)c2ccc(=S)oc12	0	-3	-6	-26	5	-49
O=C(O)/C=C/C(=O)Nc1ncn[nH]1	-25	-4	3	-5	-23	-35
O=S(O)CCCCCSSSCCCCCS(=O)O	9	8	-10	45	-3	9
COc1ccc(C(=O)C(C(=O)CCC(=O)Nc2cccc(Cl)c2)c2ccc(OC)cc2)cc1 (stereo not given)	-9	-25	-5	0	-20	0
c1ccc(-n2ncc3ccc4cccn4c32)cc1	38	64	13	48	55	91*
COc1cc(C2c3cc4c(cc3[C@@H](Nc3ccc(C#N)cc3)C3COC(=O)[C@H]23)OCO4)cc(OC)c1O (stereo not given in full)	90*	88*	86*	88*	90*	89*
CCCC(=O)Nc1ccc(C2=NNC(=O)C3CC23)cc1 (stereo not given)	27	31	-20	37	34	28
Cn1c2ccccc2c(=O)c2c(O)cc3c(c21)CC(C1(C)CO1)O3 (stereo not given)	80*	86*	81*	83*	72*	42
Cn1c(=O)c2c(nc(Cl)n2Cc2ccc([N+](=O)[O-])cc2)n(C)c1=O	20	-2	-39	1	-3	20
O=C1c2ccccc2C(=O)N1CCNCCN1C(=O)c2ccccc2C1=O	1	26	4	16	8	18
O=Cc1ccc(/C=C/C(=O)O)cc1	-10	-2	6	1	-5	-9
CC1(C)CC(=O)C(C(C2CCCC2)C2C(=O)CC(C)(C)CC2=O)C(=O)C1	9	-25	27	-10	1	17
C#CC(=O)CCC	-6	27	-1	16	-5	32
C=CCOC(=O)c1ccccc1C(=O)OCC=C	2	-6	-13	-11	7	5
CCOC(=O)c1c(-c2ccccc2)oc(=O)c(Cc2cccc3cccnc23)c1-c1ccccc1	-51	-22	-57	-25	-27	-44
CC(=O)C(=Cc1c[nH]c2ccccc12)C(C)=O	14	32	10	32	38	35
CC(C)(C)C(=O)C1C(C(=O)C(C)(C)C)S1(=O)=O (stereo not given)	15	21	15	21	26	9
Cc1ccnc(-n2c(N)cc(=O)[nH]c2=S)c1	1	-7	-17	6	11	28
NC(=O)C(=CNC(=S)Nc1cccc(C(F)(F)F)c1)C(N)=O	-44	-45	16	-56	-15	6
COC(=O)/C=C\C(C#N)(C#N)N=Cc1ccsc1	76*	68	30	88*	80*	74*
O=[N+]([O-])c1ccc(S(=O)(=O)c2ccc(NCN3CCCCC3)cc2)cc1	6	25	-4	18	27	14
COC(=O)CN(c1ccc(C#N)c2ccccc12)S(=O)(=O)c1ccccc1	-2	32	-5	1	4	4
COc1cc(NCCNCC(C)(C)C)c2ncccc2c1	19	12	12	0	22	34
O=C(O)CCC(=O)c1ccc[nH]1	-23	7	19	-19	-30	15
Cc1ccc(C)c(CNC(=O)NC(C)(C)C)c1	-4	-10	-64	-1	-7	-11
O=C(Nc1ccc(Br)cn1)c1sc2ccccc2c1Cl	-10	8	19	14	27	16
CCCCc1cc(C(=O)OC/C(C)=N/NC(N)=O)c2ccccc2n1	26	-7	-28	9	19	36
CC(O)COc1ccc(Cl)cc1 (stereo not given)	-30	-15	-52	-2	-38	-9
CCCCNC(=S)S	-31&-20	-33&-1	-14&-8	-22&-7	-20&1	-24&11
COc1c2c(c(OC)c(C(C)=O)c1OC(=O)c1ccccc1)CCO2	-14	1	12	16	11	0
CCCCCN(C(=O)c1ccccc1C(=O)N(CCCCC)c1ccccc1)c1ccccc1	8	15	31	42	16	3
C=CCC(O)c1ccccc1 (stereo not given)	9	1	1	26	11	10
CCn1c(=O)c2[nH]c(=S)[nH]c2n(C2CC2)c1=O	3	-4	2	3	-10	4
O=[N+]([O-])c1ccc2nc(Nc3ccccc3)c(Nc3ccccc3)nc2c1	78*	74*	71*	73*	64	72*
CCOC(=O)Cc1csc(Nc2ccccc2[N+](=O)[O-])n1	6	-7	1	0	-8	-4
O=[N+]([O-])c1ccc(N/N=C2/C3CCC(C3)C2C(O)(C(F)(F)F)C(F)(F)F)c([N+](=O)[O-])c1 (stereo not given)	8	47	27	31	12	15

Single records (already shown). Screens in order: mec2-1	rad50	yeast cln2 rad14	yeast mlh1 rad18	yeast sgs1 mgt1	bub3
Listed for `COc1c2occc2c(Br)c2ccc(=S)oc12` → 0	-3	-6	-26	5	-49
Listed for `Cc1ccnc(-n2c(N)cc(=O)[nH]c2=S)c1` → 1	-7	-17	6	11	28

(list continues)
SMILES	mec2-1	rad50	yeast cln2 rad14	yeast mlh1 rad18	yeast sgs1 mgt1	bub3
Cc1ccc(-c2nc(SCc3ccccc3)[nH]c(=O)c2CCO)cc1	7	3	0	61	4	7
S=C(N/N=C/c1ccccn1)N1CCCCC1	92*	89*	93*	90*	92*	92*
Oc1cc(O)c(CN2CCOCC2)c(O)c1CN1CCOCC1	18	30	-26	7	14	24
COc1cc2cnc(-c3ccccc3)cc2cc1OC	18	44	27	19	14	81*
COCCCC(NC(=O)C(CC(C)C)NC(=O)OCc1ccc(OC)cc1)C(N)=O (stereo not given)	-21	-13	4	4	-23	-12
O=[N+]([O-])c1ccc(-n2[nH]nnc2=S)cc1	-25	-7	/	16	/	/
CC(=O)CC(=O)CCC(=O)Nc1cccc([N+](=O)[O-])c1	-4	-58	-46	-2	-8	-14
CC(=O)OC1CCC2(C)C(CCC3C4=CCC(C5COC(=O)C5)C4(C)CCC32)C1 (stereo not given)	62	77*	63	78*	85*	60
CC(=O)Nc1cccc2ccc(C)cc12	5	-6	71*	42	-23	23
O=C(NNC(=O)c1ccc2ccccc2c1)c1cccc(Cl)c1	-40	-1	6	-11	1	-4
CC(=O)Oc1cc(Oc2c(OC(C)=O)cc(Oc3c(OC(C)=O)cc(OC(C)=O)c(OC(C)=O)c3OC(C)=O)cc2OC(C)=O)cc(OC(C)=O)c1OC(C)=O	3	6	4	10	13	15
CCCCCCCCCCCC(=O)OCCCCC	87*	75*	-2	88*	66	81*
Cn1c(=O)cc(CCl)c2ccccc21	27	27	28	52	44	32
Cc1ccc2nc(Nc3nc(C)cc(C)n3)[nH]c2c1	-32	-37	0	-12	-22	-18
O=S1(=O)c2ccccc2N(O)C2=NCCN21	-47	-50	-6	-34	-66	-31
C[Si](C)(C)CNC(=O)c1ccccc1C(=O)NC[Si](C)(C)C	0	11	-60	0	12	9
CCOC(=O)Nc1ccc2c(c1-c1c(NC(=O)OCC)ccc3c1C(=O)c1ccccc1C3=O)C(=O)c1ccccc1C2=O	19	30	34	6	22	23
CC(=O)OCC(=O)C1(C)CCC2(C)CCC3(C)C(=CC(=O)C4C5(C)CCC(=O)C(C)(C)C5CCC43C)C2C1 (stereo not given)	-31	-3	-2	15	3	14
S=C=NCCCCCCN=C=S	100*	100*	99*	99*	99*	99*
COc1cc(CNc2nc3c(NC(C)=O)cc(C(F)(F)F)cc3nc2-c2ccccc2)cc(OC)c1OC	-16	-16	-4	-10	-32	11

13 successive entries out of the list so far, quoted:
SMILES	mec2-1	rad50	yeast cln2 rad14	yeast mlh1 rad18	yeast sgs1 mgt1	bub3
Cc1ccc(-c2nc(SCc3ccccc3)[nH]c(=O)c2CCO)cc1	7	3	0	61	4	7
S=C(N/N=C/c1ccccn1)N1CCCCC1	92*	89*	93*	90*	92*	92*
Oc1cc(O)c(CN2CCOCC2)c(O)c1CN1CCOCC1	18	30	-26	7	14	24
COc1cc2cnc(-c3ccccc3)cc2cc1OC	18	44	27	19	14	81*
COCCCC(NC(=O)C(CC(C)C)NC(=O)OCc1ccc(OC)cc1)C(N)=O (stereo not given)	-21	-13	4	4	-23	-12
O=[N+]([O-])c1ccc(-n2[nH]nnc2=S)cc1	-25	-7	/	16	/	/
CC(=O)CC(=O)CCC(=O)Nc1cccc([N+](=O)[O-])c1	-4	-58	-46	-2	-8	-14
CC(=O)OC1CCC2(C)C(CCC3C4=CCC(C5COC(=O)C5)C4(C)CCC32)C1 (stereo not given)	62	77*	63	78*	85*	60
CC(=O)Nc1cccc2ccc(C)cc12	5	-6	71*	42	-23	23
O=C(NNC(=O)c1ccc2ccccc2c1)c1cccc(Cl)c1	-40	-1	6	-11	1	-4
CC(=O)Oc1cc(Oc2c(OC(C)=O)cc(Oc3c(OC(C)=O)cc(OC(C)=O)c(OC(C)=O)c3OC(C)=O)cc2OC(C)=O)cc(OC(C)=O)c1OC(C)=O	3	6	4	10	13	15
CCCCCCCCCCCC(=O)OCCCCC	87*	75*	-2	88*	66	81*
Cn1c(=O)cc(CCl)c2ccccc21	27	27	28	52	44	32

Next part.
SMILES	mec2-1	rad50	yeast cln2 rad14	yeast mlh1 rad18	yeast sgs1 mgt1	bub3
CCOC(=O)c1cnc2cc3c(cc2c1Nc1ccc2c(c1)OCO2)OCO3	13	12	4	20	7	0
CS(=O)c1cc(=O)c2ccccc2s1 (stereo not given)	99*	98*	84*	99*	99*	96*
NC(=O)N/N=C(\CC1OC(=O)c2ccccc21)c1ccco1 (stereo not given)	8	17	2	-6	-7	-10
CCCCCCC1(C)NC(=O)NC1=O (stereo not given)	-12	-20	-77	-8	-2	6
CC(=O)OC1CC(O)C23COC(O)C1(C)C2CC(O)C1(C)C3C(=O)C(O)C2(C)C(c3ccoc3)CC3OC321 (stereo not given)	3	-10	0	-38	-11	-2
CC1(C)CC2(C)CC1CC2NC(=O)CCN1CCOCC1 (stereo not given)	-18	10	8	-21	-26	-46
CC(F)C(C)C(N)C(=O)O (stereo not given)	-10	13	3	-10	5	11
CCCCCCCCCCCCc1ccc(S(=O)(=O)O)cc1.[Zn+2]	13	78*	-49	30	75*	6
c1ccc(NCc2nc3ccccc3[nH]2)cc1	-8	-2	24	1	-10	8
CC1(C)NC(=O)N=CC1c1ccccc1 (stereo not given)	-4	10	-3	1	9	10
COc1ccc(OC)c(Cc2ccc(NC(C)=O)cc2)c1	-2	5	-38	-3	3	-1
COc1cc2c(cc1OC)C(=O)N(c1ccc(OCCN3CCCC3)cc1)C2	-11	-6	34	2	-15	-12
CCc1cccc(C(=O)NCCN(C)C)c1[N+](=O)[O-]	-18	-10	22	-5	-12	-12
CC12CCC[C@@](C)(C(=O)OC3OC(CO)C(O)C(O)C3O)[C@H]1CCC13CC4CC(OC4(CO)[C@H]1O)[C@@H]23 (stereo not given in full)	-26	-8	-19	-18	-21	-21
O=C(c1ccco1)C(O)c1ccco1 (stereo not given)	-4&-13	-9&18	-8&4	-12&0	11&2	2&16
CCOC(=O)c1sc(C(=O)O)cc1-c1cccs1	10	4	-6	15	12	-11
NC(CCSSCCC(N)C(=O)NCC(=O)O)C(=O)NCC(=O)O (stereo not given)	-12	-3	36	14	-3	-1
CC1CCCC/C1=N/SC(c1ccccc1)(c1ccccc1)c1ccccc1 (stereo not given)	24	21	12	-9	17	-5
CCCc1ccc(C)cc1OS(=O)(=O)c1ccc(Br)cc1	-2	0	-50	8	-3	3
CC[C@]1(O)C(=O)OCc2c1cc1n(c2=O)Cc2cc3c(N)cccc3nc2-1	14	16	0	45	10	14
C=CCOC(=O)/C=C\C(=O)OCC=C	31	-5	-25	3	7	9
NS(=O)(=O)c1ccc(N2C(=O)C3C(C2=O)C2(Cl)C(Cl)=C(Cl)C3(Cl)C2(Cl)Cl)cc1 (stereo not given)	-7	-6	15	21	3	-5
Clc1ccc2c(NC3CCC(NC4CCCCC4)CC3)ccnc2c1 (stereo not given)	-22	-7	-48	5	-29	4
CS(=O)(=O)c1nc2ccc(N3C(=O)c4ccccc4C3=O)cc2s1	8	5	-2	-10	9	26
C=C1SC(=Nc2cccc(OC)c2)N(c2nc(Cl)nc(Cl)n2)C12CCCCC2	-21	-17	7	-1	16	5
CC(C)=CN(C)C	-21	5	20	11	6	14
CC(=O)Nc1cc2c(cc1F)-c1ccccc1C2	12	42	12	28	-4	38
Cc1nc(N)c(N2CCN(CN)CC2)c(=O)[nH]1	7	-35	22	-38	-6	26
O=C(Nc1ccc(Br)c2ccccc12)c1ccc2ccccc2c1O	-2	0	-11	-79	-26	-37
COc1ccc(/C=N/n2cnc3c(c2=O)S/C(=C2/SC(=S)N(c4ccc(C)cc4)C2=O)N3c2ccccc2)cc1	-57	-30	-75	-12	-13	-26
Clc1ccccc1N=NNc1ccccc1Cl	-2	16	-30	7	7	6
C/C(CC(O)(C(F)(F)F)C(F)(F)F)=N\NC(N)=S	-15	-30	10	-9	-13	7
Cc1ccc2c(ccc3ccccc32)c1	16	74*	10	35	58	71*
NC(CCO)P(=O)(O)O (stereo not given)	-6	13	-56	-5	-20	2
COc1ccc(OCC(C)(C)O)cc1	0	-13	0	-3	6	-11
O=C1NC2(CCN(Cc3ccccc3)CC2)Oc2ccccc21	5	23	1	32	38	33
CC(=O)Nc1cccc([N+](=O)[O-])c1	-10	8	-8	-20	9	-3
O=[N+]([O-])c1ccc(S/N=C\c2ccccc2)c([N+](=O)[O-])c1	14	-10	15	9	0	7
CCOC(=O)c1nc(N)nc(N)c1-c1ccc(Cl)cc1	11	4	-5	-1	-3	16
